PfG6PD inh – PfG6PD (Plasmodium falciparum) enzyme inhibition; PfGluPho enzyme, NADPH resazurin-diaphorase fluorescence; 350,000 tested, 0.78% active; inhibition, % at 20 µM; AID 504690;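 active means inhibition reaching at least a set limit at 20 µM in the primary screen, cut at about 59% in these data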;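 further: 0% = DMSO wells with substrate and 100% = DMSO wells lacking glucose-6-phosphate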
SENP8 block-1 – blocks human SENP8 cleavage of Nedd8 substrate; AID 602440; 360,000 tested, 0.64% active; inhibition, % at 20 µM; Q96LD8; recombinant SENP8, Nedd8 substrate fluorescence; in the data active means inhibition mostly above about 40%, no sharp cut-off; inactive means mostly below about 27%
Target sequence (Q96LD8 whole entry, looked up): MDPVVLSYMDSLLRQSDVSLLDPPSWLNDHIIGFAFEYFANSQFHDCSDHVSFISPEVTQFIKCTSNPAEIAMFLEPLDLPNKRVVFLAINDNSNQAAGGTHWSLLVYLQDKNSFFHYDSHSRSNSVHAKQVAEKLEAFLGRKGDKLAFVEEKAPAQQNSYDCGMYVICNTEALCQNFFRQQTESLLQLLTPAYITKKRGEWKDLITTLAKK
SENP7 inh – inhibitors of human SENP7 protease | Q9BQF6 | inhibition, % at 5 µM | recombinant SENP7, Z-RLRGG-aminoluciferin luminescence, 40 min | 330,000 tested, 1.5% active | AID 434973;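 active means inhibition above about 50% at the single test dose, limit read from the data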;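 further: plate controls were DMSO with enzyme for no effect and no enzyme buffer wells for full effect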
Target sequence (Q9BQF6 706-1050 limits assumed): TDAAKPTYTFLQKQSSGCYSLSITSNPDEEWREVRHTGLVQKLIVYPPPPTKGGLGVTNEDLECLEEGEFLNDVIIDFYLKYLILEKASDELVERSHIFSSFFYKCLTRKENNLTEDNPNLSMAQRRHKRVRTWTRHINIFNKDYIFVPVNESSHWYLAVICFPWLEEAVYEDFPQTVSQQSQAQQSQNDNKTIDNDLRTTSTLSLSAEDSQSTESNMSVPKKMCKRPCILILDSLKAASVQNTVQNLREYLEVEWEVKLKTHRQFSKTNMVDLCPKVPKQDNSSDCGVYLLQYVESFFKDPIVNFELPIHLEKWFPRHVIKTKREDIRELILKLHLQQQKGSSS
SENP1 inh – SENP1 (human) catalytic domain inhibition; Q9P0U3; 360,000 tested, 0.21% active; recombinant SENP1 catalytic domain, CyPet-SUMO1-YPet FRET cleavage; inhibition, % at 10 µM;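 active means inhibition at least 30% at 10 µM, raw YFP signal under a set limit, fluorescence ratio 0.5 to 1.5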;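 further: 0% = enzyme with DMSO and 100% = no enzyme wells; some results filed as inactive read as strong as hits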
Target sequence (Q9P0U3 419-644 limits assumed): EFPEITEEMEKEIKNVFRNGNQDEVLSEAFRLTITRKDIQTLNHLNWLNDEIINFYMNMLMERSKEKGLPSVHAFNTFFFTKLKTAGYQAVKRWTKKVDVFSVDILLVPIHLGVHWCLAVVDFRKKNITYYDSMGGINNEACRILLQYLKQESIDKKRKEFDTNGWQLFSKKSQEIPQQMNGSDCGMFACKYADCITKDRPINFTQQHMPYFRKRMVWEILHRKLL
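system = hSENP1 catalytic domain, recombinant | reagent = SFCypet-SUMO1-SFYpet substrate at 25 nM | doses = one dose per compound, 10 µM, 0.5% DMSO | incubation = enzyme reaction for 50 min at room temperature, dark | measured by = FRET, CFP and YFP emission | controls = no-enzyme low, enzyme-DMSO high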
HKDC1 inh – inhibitors of human hexokinase HKDC1. Q2TB90. recombinant HKDC1, G6PDH/diaphorase resazurin coupled fluorescence. inhibition, % at 20 µM. 340,000 tested, 0.16% active;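 active means inhibition above about 35% when tested at 20 µM, limit read from the data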;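 further: plate controls were DMSO wells with enzyme for no effect and DMSO wells lacking enzyme for full effect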
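Test system: HK5 enzyme. Quantity: 5 µg/mL HK5 final. Reagent: glucose and ATP substrates. Schedule: 90 min reaction incubation at room temperature, dark. Technique: resazurin-to-resorufin fluorescence via G6PDH and diaphorase coupling, 525/613 nm. Control set: DMSO wells with and without enzyme mix.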
SENP8 block-2 – inhibitors of human SENP8 protease | inhibition, % at 10 µM | purified SENP8, Z-RLRGG-aminoluciferin cleavage, luminescence | 330,000 tested, 1.2% active | Q96LD8 | AID 2540; in the data active means inhibition above about 50%
Apaf1 inhib – inhibitors of human Apaf-1 apoptosome; O14727; reconstituted apoptosome caspase-3 activity, DEVD-Rh110 fluorescence; inhibition, % at 20 µM; 330,000 tested, 0.71% active; active means inhibition of at least 40% at 20 µM;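 further: plate controls were DMSO wells for no effect and DEVD-CHO caspase inhibitor wells for full effect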
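Material: reconstituted apoptosome with Apaf-1, cytochrome c, caspase-9, procaspase-3, dATP. Technique: Rh110 fluorescence intensity. Buffer or medium: pH 7.5 Hepes buffer with CHAPS, BSA, DTT. Times: 30 min plus 50 min, RT.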
NLRP3 yeast inh – blocks the NALP3 inflammasome reconstituted in yeast. AID 2825. Yeast reconstituted NLRP3/ASC/caspase-1, beta-gal luminescence, 24 h. inhibition, % at 10 µM. 330,000 tested, 0.39% active;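 active means inhibition of 50% or more; inactive means inhibition below 50%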;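 further: plate controls were induced DMSO wells for no effect and uninduced yeast grown without galactose for full effect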
SENP6 block – blocks the human protease SENP6. Recombinant SENP6 catalytic domain, aminoluciferin luminescence. inhibition, % at 10 µM. 330,000 tested, 1.8% active. AID 2599;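 active means inhibition above about 50% at the single tested dose, limit read from the data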;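 further: plate controls were DMSO wells with enzyme for no effect and DMSO wells lacking enzyme for full effect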
* = called active by the depositor; nt = not tested or not shown.

Labels used below – A = PfG6PD inh; B = SENP8 block-1; C = SENP7 inh; D = SENP1 inh; E = HKDC1 inh; F = SENP8 block-2; G = Apaf1 inhib; H = NLRP3 yeast inh; I = SENP6 block
COc1ccc(C2=NN(C(=O)c3ccco3)C(c3cc4ccccc4nc3Cl)C2)cc1 (stereo not drawn)
  A: 1	B: nt	C: -9	D: nt	E: 0	F: 2	G: 19	H: 26	I: -17
CCOC(=O)c1sc(=S)n(C)c1NC(=O)c1ccccc1Cl
  A: 46	B: 26	C: -6	D: -1	E: -5	F: -6	G: 10	H: -17	I: -27
COc1cc(C2OC(=O)c3ccccc3S2)cc(OC)c1OC (stereo not drawn)
  A: -3	B: 6	C: 2	D: 0	E: -4	F: 0	G: -1	H: 20	I: -21
COC(=O)N/N=C/c1cn(CCOc2ccc(OC)cc2)c2ccccc12
  A: 4	B: 9	C: 3	D: 2	E: 1	F: 6	G: 7	H: 19	I: 4
COC(=O)c1cc2c([nH]c3ccccc32)c(C)n1
  A: nt	B: nt	C: 3	D: nt	E: nt	F: -1	G: -11	H: 19	I: 1
COc1ccc(N(CC(=O)Nc2ccc(C(C)C)cc2)S(=O)(=O)c2c(C)noc2C)cc1
  A: -7	B: 16	C: 0	D: 3	E: -5	F: -5	G: 16	H: 14	I: -14
CN(C)S(=O)(=O)c1cccc(NC(=O)COc2cccc3ccccc23)c1
  A: 7	B: 13	C: 2	D: 1	E: 11	F: 4	G: -3	H: 7	I: -7
O=C(NC1CCCC1)C(c1ccsc1)N(C(=O)Cc1cccs1)c1ccc(F)cc1 (stereo not drawn)
  A: 0	B: 7	C: -6	D: 2	E: -2	F: -7	G: 0	H: -6	I: -11
COc1ccc(N2CC(C(=O)N(C)CC(=O)Nc3ccc(Cl)c(C(F)(F)F)c3)CC2=O)c(OC)c1 (stereo not drawn)
  A: 10	B: 3	C: 3	D: 1	E: -1	F: 0	G: 18	H: 2	I: -5
O=C(NC(=S)Nc1cccc2c(O)cccc12)c1ccco1
  A: 37	B: 18	C: 2	D: -7	E: 21	F: 2	G: 1	H: 12	I: 6
C=CCn1c(=N)n(CC(=O)c2ccc(Br)cc2)c2ccccc21
  A: 31	B: 10	C: -5	D: 1	E: -4	F: -7	G: 11	H: 19	I: -29
COc1ccc(CCN2C(=O)CS/C2=N\NC(=O)c2cccs2)cc1OC
  A: 12	B: 16	C: 4	D: -1	E: -2	F: 6	G: -4	H: -12	I: -14
O=c1cc(CS(=O)(=O)c2ccccc2)nc(-c2ccncc2)[nH]1
  A: 13	B: 0	C: 0	D: 1	E: -18	F: 7	G: 12	H: 21	I: 0
Brc1ccc(-c2ccccc2)cc1
  A: -8	B: 22	C: -13	D: -2	E: -1	F: -15	G: 5	H: 13	I: -28
CN1CCN(c2ccc(NC(=O)c3ccc4c(c3)OCCO4)cc2)CC1
  A: 1	B: 16	C: 14	D: 3	E: -17	F: 0	G: 3	H: 3	I: 2
Cc1ccc(NC(=O)CN(C)C(=O)COc2cc(F)ccc2[N+](=O)[O-])cc1
  A: 14	B: 2	C: -1	D: 2	E: -7	F: -9	G: -4	H: 11	I: 5
COc1ccc(C(CC(=O)N2CCCC(C)C2)c2c(O)cc(OC)cc2OC)cc1 (stereo not drawn)
  A: -9	B: 2	C: 0	D: 1	E: -2	F: 4	G: 19	H: 9	I: -19
CCOc1ccc(C(=O)NCC2CCCO2)cc1OCC (stereo not drawn)
  A: -5	B: -1	C: -1	D: 1	E: -7	F: -10	G: 2	H: 10	I: -10
CCn1c(=O)n(CCc2ccccc2)c(=O)c2c3c(sc21)CCCC3
  A: 12	B: 15	C: -10	D: 1	E: 0	F: -3	G: 19	H: 10	I: 9
O=C(c1cccnc1)N1CCN(S(=O)(=O)c2cccs2)CC1
  A: -18	B: 8	C: 12	D: 3	E: -5	F: -5	G: -1	H: 16	I: 0
CCOC(=O)c1c(C)oc2ccc(NS(=O)(=O)c3cccs3)cc12
  A: -22	B: 6	C: 77*	D: 0	E: -3	F: 8	G: -6	H: -1	I: -11
CC(=O)Nc1nnc(SCC(=O)Nc2nc(C)cs2)s1
  A: 3	B: 8	C: -5	D: 2	E: -5	F: -2	G: -5	H: 1	I: 5
Cc1ccc(CSc2nnc(-c3ccco3)n2N)cc1
  A: -3	B: 4	C: -5	D: 2	E: 1	F: -13	G: 9	H: -3	I: -3
O=C(N/N=C/c1cn(-c2cccs2)nc1-c1ccccc1)c1ccc(O)cc1
  A: -8	B: -4	C: -3	D: 3	E: -9	F: -15	G: 6	H: 22	I: -22
CCC(=O)Nc1cccc(-c2nc3ncccc3o2)c1C
  A: 7	B: -16	C: 10	D: 1	E: -3	F: -7	G: 11	H: 24	I: 5
COc1ccc(C(=O)NCCONC(=O)c2ccc(OC)cc2)cc1
  A: -1	B: -4	C: -10	D: 2	E: -5	F: -2	G: -2	H: 4	I: -13
Cn1cc(CCC(=O)NC2CC(C)(C)Cc3c2cnn3-c2ccc(F)cc2)cn1 (stereo not drawn)
  A: -6	B: 0	C: -8	D: 0	E: -5	F: 5	G: 0	H: 3	I: -16
COc1ccc(CC(=O)Nc2ccc(S(=O)(=O)NCC3CCCO3)cc2)cc1 (stereo not drawn)
  A: 21	B: 4	C: 9	D: 8	E: -12	F: 0	G: -16	H: -9	I: -9
COc1cccc(C2C(C(=O)c3ccc(C)o3)=C(O)C(=O)N2CCN2CCOCC2)c1 (stereo not drawn)
  A: -10	B: -13	C: -8	D: -6	E: -3	F: -9	G: -4	H: 16	I: -4
CC(=O)c1ccc(NCCC(=O)c2ccccc2)cc1
  A: 7	B: 15	C: 6	D: -2	E: -6	F: -11	G: -10	H: 15	I: -15

Profiles as entered above. Values in the order: PfG6PD inh | SENP8 block-1 | SENP7 inh | SENP1 inh | HKDC1 inh | SENP8 block-2 | Apaf1 inhib | NLRP3 yeast inh | SENP6 block
O=C(N/N=C/c1cn(-c2cccs2)nc1-c1ccccc1)c1ccc(O)cc1 as listed: -8 | -4 | -3 | 3 | -9 | -15 | 6 | 22 | -22
CCOC(=O)c1sc(=S)n(C)c1NC(=O)c1ccccc1Cl as listed: 46 | 26 | -6 | -1 | -5 | -6 | 10 | -17 | -27

Continued.
Labels used below – A = PfG6PD inh; B = SENP8 block-1; C = SENP7 inh; D = SENP1 inh; E = HKDC1 inh; F = SENP8 block-2; G = Apaf1 inhib; H = NLRP3 yeast inh; I = SENP6 block
O=C(NCCCN1CCCC1=O)Nc1ccccc1F
  A: -2	B: 22	C: 0	D: 1	E: 5	F: 2	G: -5	H: 0	I: -9
Cc1c(NC(=O)COC(=O)c2cc(-c3ccc(-c4ccccc4)cc3)nc3ccccc23)c(=O)n(-c2ccccc2)n1C
  A: -5	B: -398	C: nt	D: -10	E: 4	F: nt	G: nt	H: nt	I: nt
CCOC(=O)CNC(=O)c1sc(NC(=O)c2ccccc2)nc1C
  A: -7	B: 0	C: -1	D: -2	E: -5	F: -10	G: -1	H: -11	I: -32
CC1=CCC2C(=O)N(c3cc(C)on3)C(=O)C2C1 (stereo not drawn)
  A: 6	B: 15	C: -1	D: -1	E: -6	F: 4	G: -12	H: 15	I: -4
COc1cccc(C(=O)OCC(=O)NC(=O)NC2CCCC2)c1O
  A: 0	B: -22	C: -7	D: 1	E: 7	F: -5	G: -3	H: 17	I: -9
O=C(CCNC(=O)c1ccco1)Nc1ccc(F)c(Cl)c1
  A: 18	B: 14	C: -10	D: 1	E: -3	F: -6	G: 3	H: -5	I: -33
COc1cc(NC(=O)CSc2nnc(C)s2)cc(OC)c1
  A: 1	B: 22	C: -4	D: 1	E: 9	F: -7	G: -2	H: 11	I: -8
COc1ccccc1NC(=O)CCC(=O)Nc1nnc(C(F)(F)F)s1
  A: -1	B: 16	C: -3	D: 2	E: -6	F: -6	G: -5	H: 0	I: 8
CC(C)(C)NC(=O)CSc1nnc(-c2ccco2)n1Cc1ccco1
  A: 3	B: 14	C: -5	D: 1	E: 3	F: -6	G: -3	H: 1	I: -1
CC(=O)OC(Cn1ccnc1)c1ccccc1 (stereo not drawn)
  A: -10	B: 9	C: -2	D: 2	E: 5	F: -3	G: -12	H: -8	I: 8
Cc1ccccc1NCC(=O)N/N=C\C=C\c1cccc([N+](=O)[O-])c1
  A: 24	B: 19	C: -21	D: 1	E: 2	F: -12	G: 9	H: 3	I: -1
COc1ccc(OC)c(NC(=O)c2cc3c(=O)n4ccccc4nc3n2C)c1
  A: 3	B: -284	C: 1	D: -98	E: -2	F: 6	G: -2	H: 9	I: -9
COCCn1c(SCC#N)nnc1-c1ccc2c(c1)OCO2
  A: -9	B: 10	C: 6	D: 0	E: -12	F: 3	G: -8	H: 12	I: -9
CCCCN(CC)c1nc(N)c2c(N)nc(OCC)cc2c1C#N
  A: 25	B: -276	C: 24	D: -48	E: 21	F: 66*	G: 98*	H: -11	I: 67*
Cc1ccc(-n2ncc3c(N4CCC5(CC4)OCCO5)ncnc32)c(C)c1
  A: 7	B: 16	C: 3	D: -3	E: 3	F: -4	G: 7	H: -6	I: -15
Cc1ccsc1C1C(C(=O)O)c2ccccc2C(=O)N1C (stereo not drawn)
  A: 10	B: 20	C: -1	D: -1	E: -6	F: -3	G: -6	H: 7	I: -15
COCCn1c(C)cc(C(=O)COc2ccc(C)nc2[N+](=O)[O-])c1C
  A: -7	B: 11	C: -4	D: -5	E: 3	F: -5	G: 9	H: 14	I: -11
CCN1C(=O)CS/C1=N\c1nccs1
  A: -5	B: 20	C: -5	D: 4	E: -4	F: 5	G: -6	H: 14	I: 1
O=C(O)c1ccc(Cl)c(S(=O)(=O)N2CCCC2)c1
  A: 2	B: 14	C: -4	D: 2	E: -5	F: -7	G: -6	H: 9	I: -23
Cc1cc(C)c(NC(=S)NC(NC(=O)c2ccccc2)C(Cl)(Cl)Cl)c(C)c1 (stereo not drawn)
  A: 14	B: 15	C: -5	D: 3	E: -2	F: 2	G: 5	H: 8	I: -4
CCc1c(C(=O)OC)nnc2cc(C)nn12
  A: -14	B: 6	C: -8	D: 0	E: -3	F: -4	G: 8	H: 3	I: -19
CC(C)c1ccc(/C=C(\NC(=O)c2ccccc2)C(=O)NCCCN2CCOCC2)cc1
  A: 5	B: 39	C: 1	D: 0	E: -3	F: -6	G: -21	H: 8	I: -28
CCN(CC)CCC(=O)N1c2ccccc2CCc2ccc(NC(=O)OC)cc21
  A: -8	B: 13	C: -11	D: 1	E: 5	F: -9	G: 0	H: -6	I: -16
Cc1cc(C)c(S(=O)(=O)c2ccc(Cl)cc2C)c(Cl)n1
  A: 43	B: 17	C: -3	D: 0	E: -9	F: 4	G: 6	H: 13	I: 5
Cn1nc(C(F)(F)F)c(C(=O)Nc2ccc(C(F)(F)F)cc2)c1Cl
  A: 5	B: 16	C: 0	D: 0	E: -3	F: 3	G: 7	H: 10	I: 2
Cc1nn(C)c(C(=O)NNC(=S)NC2CCCCC2)c1Br
  A: -4	B: 6	C: 3	D: 2	E: 2	F: -5	G: 2	H: 16	I: 9
CC(C)Oc1cccc(C(=O)NC(=S)N2CCN(c3ccc(C(F)(F)F)cc3[N+](=O)[O-])CC2)c1
  A: -18	B: -82	C: 6	D: -20	E: -4	F: 6	G: 13	H: 23	I: -11
CC(C)=CCC12Oc3cc(O)ccc3C1(O)Oc1cc(O)c([C@H]3C=C(C)CC(c4ccc(O)cc4O)[C@H]3C(=O)c3ccc(O)cc3O)c(O)c1C2=O (stereo partly drawn)
  A: 37	B: nt	C: 10	D: nt	E: 3	F: -13	G: 24	H: 16	I: -13
